# Yfh1-depleted yeast: mitochondrial function rescue without frataxin homolog – Friedreich's ataxia, plus single-dose screen, dose response (AID 1465). S. cerevisiae Yfh1-off respiration, WST-1 reduction, 72 h; higher fold induction means a stronger effect. fold induction at 50 µM, or EC50 in µM where a hit was titrated. hit rate 0.074% among 220,000;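 active = fold induction of absorbance versus untreated yeast above a set limit, then at least 30% activation at any dose in follow-up; inconclusive = repeats straddling the limit, or above it without dose testing; inactive = fold induction below the set limit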;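 note: activators that raise dye reduction in frataxin-depleted yeast; strong numbers were not always called active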
# MT stabilize HCS: microtubule stabilizers in HeLa cells | % tubulin-high responders, % at 10 µM | hit rate 0.83% among 200,000 | AID 2205 | HeLa tubulin immunostaining HCS, 24 h; share of cells brighter than vehicle mean+2SD;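 active = plate Z-score above 3 for both tubulin-high and condensed-nucleus cell shares, with cell loss under 80%, at 10 µM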;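 note: anti alpha tubulin signal scored within the nucleus-defined area of each cell; some results filed as inactive read as strong as hits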
# bCat nuc transl: modulators of beta-catenin nuclear translocation | HeLa beta-catenin nuclear translocation, immunofluorescence imaging | nuclear translocation activity, % at 5 µM | hit rate 0.3% among 190,000;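 active = nuclear translocation activity above 50% at 5 µM, with a well cell count of 50 or more; inconclusive = wells under 50 cells across six images, flagged as toxic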;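 note: per-cell ratio of nuclear to cytoplasmic median beta-catenin stain intensity; plate controls were DMSO negative control for no effect and GSK-3 inhibitor IX positive control for full effect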
#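 test system = HeLa cells, endogenous beta-catenin | dosing = single 5 µM dose plus 0.02–20 µM confirmation series | times = compound treatment 24 h, 37°C, 5% CO2 | technique = beta-catenin immunofluorescence imaging with DAPI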
# Dynein cargo inh: dynein cargo transport inhibition; hit rate 0.47% among 220,000; 3617.4 mouse cells, GR-EGFP nuclear translocation imaging; test concentration mostly 20 µM; stimulated with dexamethasone, 1 µM; active compounds read low; z-score, hits read low;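 active = plate z-score of nuclear minus cytoplasmic receptor signal below a set negative limit, without overly bright fluorescence or cell loss, cut at about -3.5 in these data, passing the limit was not always enough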;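 note: z-score of nuclear minus cytoplasmic ring GR-EGFP intensity difference per well; some compounds called inactive have numbers as strong as hits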
#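 Buffer or medium – tet-free medium with charcoal-stripped serum · Signal – automated 10x imaging of fixed Hoechst-stained cells · Also added – dexamethasone agonist, 1.0 µM final, for 30 min · Incubation – induction 48 h, compound 1 h, agonist 30 min · Read-out – GR-EGFP nuclear translocation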
# WT yeast gro inh: growth inhibition of WT yeast, mitochondrial fusion screen; AID 1362; inhibition, % at 10 µM; hit rate 2.1% among 190,000; mitochondrial fusion phenotypic screen, WT strain; in the data active = inhibition above about 58%; tested in S. cerevisiae
# Autophagy HCS: alters autophagy in cells. MEF GFP-LC3 puncta imaging; test concentration mostly 10 µM. calls only at 10 µM (by protocol). hit rate 0.98% among 190,000;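 active = percentage of spot-positive cells more than 3 SD above its plate mean, without a fluorescence outlier flag or 80% toxicity; inconclusive = no clear call, values can overlap the other calls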;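 note: spot-positive cell cutoff set from DMSO-treated cells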
# Insulin prom up: MIN6 insulin promoter up-regulation. MIN6 insulin promoter-GFP reporter, high-content imaging; active compounds read high. hit rate 0.3% among 190,000. AID 1625. z-score at 5 µM;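 active = z-score above 3 at 5 µM with at least 500 cells counted in the well; inconclusive = wells under 500 cells, flagged as cytotoxic or low count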
# NOD2 inhibition: NOD2 signaling inhibitors, cell-based, luminescence, uHTS, HEK293 (AID 1566); HEK293 NOD2/NF-kB luciferase reporter, luminescence; higher % means a stronger effect; inhibition, % at 4 µM; hits with a dose series show EC50 in µM; hit rate 0.63% among 290,000; in the data active = inhibition above about 50%; note: many of its hits are not listed in these tables
# Hep lipid drop: hepatic lipid droplet formation modulation; AML12 mouse hepatocytes, oleate lipid droplets, BODIPY imaging; AID 1656; inhibition, % at 6.5 µM; hit rate 0.4% among 240,000;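 active = lipid droplet intensity inhibited by at least 50%, with more than 500 cells counted; inconclusive = wells with under 300 cells, treated as cytotoxic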
#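 Assay system: AML12 mouse liver cells | Compound dosing: One dose, 6.5 µM compound | Read-out basis: Droplet intensity reduction, % inhibition | Measured by: Fluorescence imaging, 20x objective, two fields per well | Schedule: Overnight treatment with compound plus oleate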
# WT yeast gro inh mutant strain: second read-out of WT yeast gro inh, no call of its own (marks repeat the call); inhibition, %; mitochondrial fusion phenotypic screen, mutant strain inhibition
# Dynein cargo inh cytoplasmic EGFP: second read-out of Dynein cargo inh, no call of its own (marks repeat the call); z-score; measured here: cytoplasmic GR-EGFP intensity; active compounds read high
# Dynein cargo inh nuclear GR-EGFP: second read-out of Dynein cargo inh, no call of its own (marks repeat the call); z-score; measured here: nuclear GR-EGFP intensity;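 lower value marks the stronger effect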
# Dynein cargo inh cell count: second read-out of Dynein cargo inh, no call of its own (marks repeat the call); z-score; measured here: cell count per field
# Insulin prom up cell count: further read-out of Insulin prom up, marked with its call; cell count; measured here: cytotoxicity, nuclei count;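 total cells summed across four imaged fields per well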
# Hep lipid drop cells 6.5 µM: also measured in Hep lipid drop; calls as there; cell count; measured here: cell count, cytotoxicity flag;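 cells counted across two imaged fields per well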
# bCat nuc transl cell count 5 µM: further read-out of bCat nuc transl, marked with its call; cell count; measured here: cell count, cytotoxicity flag
# MT stabilize HCS Hoechst-high %: also measured in MT stabilize HCS; calls as there; % Hoechst-high responders; measured here: nuclear condensation Hoechst responders;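 share of cells brighter than vehicle mean plus two SD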
# MT stabilize HCS cytotoxicity %: further read-out of MT stabilize HCS, marked with its call; toxicity, %; measured here: cytotoxicity by cell density;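 0% = mean cell density of plate MIN control wells and 100% = no cells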
# Autophagy HCS cell loss 18 h: recorded beside Autophagy HCS, whose call it bears; toxicity, %; measured here: cell loss, nuclei count;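 cell loss after 18 h compound exposure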
# Numbers without * were called inactive; i = inactive; u = inconclusive; x = no result given. Only part of the results is shown; rates above refer to the full screens.
# Values run as follows: Yfh1-depleted yeast	MT stabilize HCS	MT stabilize HCS Hoechst-high %	MT stabilize HCS cytotoxicity %	bCat nuc transl	bCat nuc transl cell count 5 µM	Dynein cargo inh	Dynein cargo inh cytoplasmic EGFP	Dynein cargo inh nuclear GR-EGFP	Dynein cargo inh cell count	WT yeast gro inh	WT yeast gro inh mutant strain	Autophagy HCS	Autophagy HCS cell loss 18 h	Insulin prom up	Insulin prom up cell count	NOD2 inhibition	Hep lipid drop	Hep lipid drop cells 6.5 µM
CSc1nc(-c2ccccc2)nn1C(=O)c1ccc(C)cc1
→ i	2.4	2.4	8.2	x	x	-0.43	-0.088	-0.73	0.38	-22	6	i	7	x	x	11%	x	x
N#CC1=C(N)Oc2c(ccc3cccnc23)C1c1cccnc1 (stereo not drawn)
→ x	22*	52*	56*	56*	494*	-1.9	-0.2	-0.44	0.81	6	-5	i	8	0.59	739	10%	8	788
CCCC(C)NC(C)C(=O)NC1CCCC1 (stereo not drawn)
→ i	4.1	2.2	5.6	-2.4	1163	-0.14	0.43	0.14	0.63	1	-4	i	32	0.89	1451	20%	-2	675
N#CC1=C(N)Oc2cc(N)ccc2C1C1CC=CCC1 (stereo not drawn)
→ i	31	11	70	1.9	894	-0.96	-0.14	-0.28	0.025	10	-2	i	10	1.3	974	-11%	x	x
COc1ccc(N2C(=O)CCC(C(=O)N3CCOCC3)C2c2ccc(F)cc2)cc1 (stereo not drawn)
→ i	2.3	0.2	44	x	x	-0.82	-0.25	-0.17	0.084	12	15	i	-3	0.01	1244	0%	19	692
C1CCc2c(nc3nnnn3c2NCC2CC2)C1
→ i	x	x	x	-0.5	1289	0.54	-0.086	1.2	-1.6	x	x	x	x	-0.37	1075	12%	7	615
COc1ccc(CN(C(=O)c2ccc(-c3ccccc3)[nH]2)C(C(=O)NC(C)(C)C)c2ccncc2)cc1 (stereo not drawn)
→ i	2.8	2.4	11	-2.1	1075	-1	-0.13	-0.55	0.68	7	1	i	0	x	x	-3%	-11	730
Cn1c(=O)[nH]c(=O)c2c1nc(CN1CCN(c3ccccc3F)CC1)n2CCCc1ccccc1
→ i	2.6	1.7	3.2	-0.6	1256	-0.04	-0.12	0.35	0.72	22	8	i	-7	-0.29	1104	14%	-4	731
O=C(CSCC(=O)Nc1cccc([N+](=O)[O-])c1)Nc1ccccc1
→ i	1.1	3.8	9.6	3.1	983	1.7	-0.12	0.9	-0.9	-11	-3	i	7	0.35	1359	3%	12	675
CC[n+]1c(/C=C/c2ccc(N(C)C)cc2)ccc2ccccc21
→ i	21	2.7	11	-0.5	450	-0.76	-0.14	-0.4	0.13	89	92	i	5	u	x	17%	x	x
Cc1cnc(C(=O)OCC(=O)Nc2cccc(Cl)c2)cn1
→ i	4.5	3.6	4.3	2.6	1386	-1.2	-0.33	-0.5	0.68	6	11	i	-10	0.16	1314	12%	x	x
CC(C)C(=O)OC/C(O)=C(\C#N)c1nc2ccccc2[nH]1
→ i	3.2	1.6	5.6	-2.2	1116	-0.62	-0.22	-0.38	0.5	-8	-11	i	-4	-0.08	1140	-39%	8	741
O=S(=O)(/N=C(\c1ccc(Cl)cc1)N1CCOCC1)c1ccccc1
→ i	1.7	4.9	11	1.1	929	-0.15	-0.34	-0.3	0.45	-14	-2	i	-7	0.02	1196	16%	4	694
Clc1ccc(Cn2cc(/C=N/n3cnnc3)c3ccccc32)c(Cl)c1
→ i	1.7	1.2	2.9	4.6	1041	-0.65	0.37	-0.0016	1.1	-6	-26	i	4	-0.33	838	3%	2	789
COCc1cccc(NC(=O)CCc2ccccc2)c1
→ i	2.5	1.4	3.1	-0.5	1507	-0.28	-0.32	-0.3	0.79	-3	5	i	12	-0.16	1450	-11%	3	738
COc1ccc(-c2nc(N=Nc3ccc(O)cc3)n[nH]2)cc1
→ i	7.5	2.5	3.1	1.0	906	-0.0044	-0.14	-0.21	-0.43	1	-6	i	8	0.1	1232	2%	-18	550
CSc1ccc(CNc2ccc(C)cc2)cc1
→ i	2.7	1.9	7.1	0.9	1431	1.5	-0.2	1.2	-0.44	-26	0	i	-28	0.13	1479	-20%	x	x
Cc1nccn1CC(=O)N/N=C/c1cccc(O)c1
→ i	3.6	1.7	9.1	0.6	943	0.13	-0.28	-0.2	-0.097	-6	-20	i	6	-0.03	1305	11%	12	605
COc1cc(OC)cc(C(=O)N[C@H](C(=O)Nc2ccccc2N2CCOCC2)C(C)C)c1
→ i	2.2	1.1	3.6	1.9	1019	-0.56	0.015	0.034	0.39	-9	18	i	-6	-0.1	868	-6%	9	782
CCOc1ccc(C(=O)Nc2cccc(C(=O)O)c2)cc1Cl
→ i	4.1	2.4	9.0	-3.9	1052	-0.33	-0.23	0.38	-0.5	-10	7	i	-4	0.52	1707	-166%	6	684
O=C(O)C(C(=O)/C=C/c1ccco1)=C1SCCS1
→ i	2.2	1.6	7.2	1.5	1157	0.24	-0.38	0.34	-0.48	-5	-12	i	31	0.3	1266	-8%	0	773
Nc1c(C(=O)NCc2ccco2)nnn1-c1ccccc1
→ i	4.0	3.2	8.0	x	x	-0.68	-0.19	-0.11	0.18	4	-1	i	-3	x	x	-21%	x	x
CC(C)N1C(=O)CCC1C(=O)NC1CCCC1 (stereo not drawn)
→ i	2.9	4.0	9.3	-7.0	1038	-0.15	-0.093	-0.32	-0.35	-21	-7	i	18	0.17	1573	-2%	x	x
CCOC(=O)c1c(C)[nH]c(C(=O)COC(=O)CCSc2ccccc2)c1C
→ i	5.6	3.8	7.5	x	x	0.39	-0.29	-0.084	-0.39	6	-9	i	7	-0.15	1329	-37%	-2	758
Cc1c(CN2CCC(CO)(CC3CCCCO3)CC2)cnn1C (stereo not drawn)
→ i	1.4	1.5	4.4	-1.3	1093	-0.27	-0.34	-0.15	0.52	-9	-8	i	8	0.06	1503	7%	11	754
COc1ccc(NS(=O)(=O)c2cc(Cl)ccc2Cl)cc1S(=O)(=O)N1CCCCC1
→ i	3.4	3.0	8.9	0.3	1467	-0.64	-0.25	0.18	0.6	-10	8	i	2	0.42	1354	0%	-5	679
CCc1nnc(NS(=O)(=O)c2ccc(NC(=O)COc3ccc(Cl)c(C)c3)cc2)s1
→ i	3.1	1.2	0.7	-0.4	1122	0.56	-0.31	0.57	-0.54	21	12	i	1	0.03	1140	16%	-6	693
COC(=O)COC(=O)c1ccccc1NC(=O)c1ccccc1
→ i	1.8	2.0	5.5	-5.4	535	-0.24	-0.24	0.031	-0.33	71*	70*	i	8	0.45	1185	0%	2	692
Cc1ccc(CSc2nnc(-c3ccc(NS(=O)(=O)c4ccccc4)cc3)o2)cc1
→ i	2.5	1.7	0.9	2.6	1116	0.93	-0.012	1	-1.6	14	11	i	5	-0.07	1490	9%	0	661
O=C(NCCN1CCCCC1)c1cc2ccccc2[nH]1
→ i	4.1	2.1	14	-6.8	898	1.3	-0.23	0.83	0.28	-14	5	i	2	-0.66	1084	-7%	x	x
CC(C)CC(=O)n1sc(NC(=O)c2ccccc2)nc1=O
→ i	4.7	1.4	1.9	-0.1	1380	0.044	-0.2	-0.28	-0.21	-30	-6	i	-12	-0.79	1472	17%	x	x
O=C(CSCc1ccccc1)Nc1cccc(C(=O)Nc2ccccc2C(=O)O)c1
→ i	2.6	1.8	4.9	-1.4	1385	0.21	-0.045	0.63	0.039	-21	-10	i	25	-0.11	1511	13%	x	x
CO/N=C(\C(=O)O)c1csc(NN=C(C)C)n1
→ i	1.3	1.4	3.8	-0.6	1039	1.7	-0.15	0.8	-1.5	12	8	i	2	x	x	16%	17	717
O=C(NC1CCCCC1)c1ccccc1NC(=S)NC(=O)C1CCC1
→ i	4.1	3.1	10	2.7	505	0.55	-0.22	1.6	-0.94	-2	-8	i	6	-0.08	1139	-14%	-3	805
CC(=O)C1=C(O)C(=O)N(c2nccs2)C1c1ccccc1 (stereo not drawn)
→ i	1.7	1.7	13	x	x	-0.14	-0.2	-0.29	0.26	16	14	i	4	-0.36	946	-1%	9	765
COc1ccc(CCCC(=O)NC(C)c2ccccc2)cc1 (stereo not drawn)
→ i	2.2	1.3	0.6	x	x	0.25	-0.25	0.2	-0.01	-5	6	i	-6	0.65	1436	-5%	-21	733
O=S(=O)(NCc1ccccc1)c1ccc(S(=O)(=O)N(Cc2ccccn2)Cc2ccco2)cc1
→ i	3.1	1.8	11	-0.4	1156	-0.59	-0.22	0.075	0.29	12	2	i	0	-0.04	1031	-20%	x	x

# Exported bar-delimited: 2 of the compounds above
Structure | Yfh1-depleted yeast | MT stabilize HCS | MT stabilize HCS Hoechst-high % | MT stabilize HCS cytotoxicity % | bCat nuc transl | bCat nuc transl cell count 5 µM | Dynein cargo inh | Dynein cargo inh cytoplasmic EGFP | Dynein cargo inh nuclear GR-EGFP | Dynein cargo inh cell count | WT yeast gro inh | WT yeast gro inh mutant strain | Autophagy HCS | Autophagy HCS cell loss 18 h | Insulin prom up | Insulin prom up cell count | NOD2 inhibition | Hep lipid drop | Hep lipid drop cells 6.5 µM
CC(C)CC(=O)n1sc(NC(=O)c2ccccc2)nc1=O | i | 4.7 | 1.4 | 1.9 | -0.1 | 1380 | 0.044 | -0.2 | -0.28 | -0.21 | -30 | -6 | i | -12 | -0.79 | 1472 | 17% | x | x
O=C(CSCc1ccccc1)Nc1cccc(C(=O)Nc2ccccc2C(=O)O)c1 | i | 2.6 | 1.8 | 4.9 | -1.4 | 1385 | 0.21 | -0.045 | 0.63 | 0.039 | -21 | -10 | i | 25 | -0.11 | 1511 | 13% | x | x

# Source: PubChem BioAssay (several laboratories)
